TGFb inhibitor – qHTS for Inhibitors of TGF-b | AID 588855, 2011 | HepG2 CAGA-GFP TGF-b/SMAD3 reporter, GFP fluorescence, 18 h; TGF-beta stimulated, 500 pg/mL final | Potency, µM (highest dose often 46.1 µM), for inactives: at the highest dose activity, negative = inhibition, most hits filed as inhibitors | hit rate 1.2% among 410,000; note: % is set by controls: 0 for no effect and ±100 for the full control effect; nearly all actives have a fitted effect of over 65% in size
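Using HEPG2 CAGA-GFP reporter cells at 1000 cells/well, we pinned test compounds, stimulated with recombinant TGF-beta (500 pg/mL final) and measured total well GFP after 18 h.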
A549 tox – Nrf2 qHTS screen for inhibitors: counterscreen for cytotoxicity | A549 ARE-Fluc cells, CellTiter-Fluor viability, 18-24 h | hit rate 0.16% among 390,000 | Potency, µM (series often up to 46 µM), without a hit: at the top dose activity change, negative = cytotoxicity, most hits filed as inhibitors; note: % is set by controls: 0 for no effect and ±100 for the full control effect
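A549 ARE-Fluc cells in 5% FBS OPTI-MEM, 5000 cells/well, rested 2 h then exposed to compounds in concentration-response for 18-24 h at 37 °C. Viability by CellTiter-Fluor fluorescence (Ex 405/Em 525) after 30 min; luciferase luminescence (BugLite, 15 min, RT) read afterwards.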
HepG2 tox – qHTS for Inhibitors of TGF-b: Cytotox Counterscreen; HepG2 CAGA-GFP viability, ATP luminescence, 18 h; Potency, µM (highest dose often 46.1 µM), without a hit: at the highest dose activity change, negative = cytotoxicity, usual class: cytotoxic; hit rate 0.76% among 410,000; AID 588856, 2011; note: some results filed as inactive show a strong effect at the top dose
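CellTiter-Glo luminescence gave cytotoxicity after 18 hours at 37 degrees C. The cells were HepG2 CAGA-GFP in 1% FBS DMEM, stimulated with 500 pg/mL TGF-beta after compound addition. %Activity was normalised to no-cell wells (complete cell-killing) and DMSO (no toxicity), and curves were fitted and classified.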
MCF10A rerep – A quantitative high throughput screen for small molecules that induce DNA re-replication in MCF 10a normal breast cells; hit rate 2.9% among 350,000; Potency, µM (doses to about 46.1 µM), for inactives: top-dose activity, positive = re-replication, actives largely listed as activators; MCF 10A DNA re-replication, Hoechst nuclear intensity, 48 h; note: % of control where 0% means no effect; nearly all actives have a fitted effect of over 50% in size
EPAC2 antagonist – qHTS for Antagonist of cAMP-regulated guanine nucleotide exchange factor 2 (EPAC2): primary screen. Rap guanine nucleotide exchange factor 4 (Homo sapiens), Q8WZA2. EPAC2 GEF exchange of Rap1B-BODIPY-GDP, fluorescence. Potency, µM (series often up to 114 µM), inactives show top-dose activity, negative = inhibition, most hits filed as inhibitors. hit rate 0.18% among 360,000; note: % is set by controls: 0 for no effect and ±100 for the full control effect; nearly all actives have a fitted effect of over 45% in size; many of its hits are not listed in these tables
Target sequence (Q8WZA2 whole entry, looked up): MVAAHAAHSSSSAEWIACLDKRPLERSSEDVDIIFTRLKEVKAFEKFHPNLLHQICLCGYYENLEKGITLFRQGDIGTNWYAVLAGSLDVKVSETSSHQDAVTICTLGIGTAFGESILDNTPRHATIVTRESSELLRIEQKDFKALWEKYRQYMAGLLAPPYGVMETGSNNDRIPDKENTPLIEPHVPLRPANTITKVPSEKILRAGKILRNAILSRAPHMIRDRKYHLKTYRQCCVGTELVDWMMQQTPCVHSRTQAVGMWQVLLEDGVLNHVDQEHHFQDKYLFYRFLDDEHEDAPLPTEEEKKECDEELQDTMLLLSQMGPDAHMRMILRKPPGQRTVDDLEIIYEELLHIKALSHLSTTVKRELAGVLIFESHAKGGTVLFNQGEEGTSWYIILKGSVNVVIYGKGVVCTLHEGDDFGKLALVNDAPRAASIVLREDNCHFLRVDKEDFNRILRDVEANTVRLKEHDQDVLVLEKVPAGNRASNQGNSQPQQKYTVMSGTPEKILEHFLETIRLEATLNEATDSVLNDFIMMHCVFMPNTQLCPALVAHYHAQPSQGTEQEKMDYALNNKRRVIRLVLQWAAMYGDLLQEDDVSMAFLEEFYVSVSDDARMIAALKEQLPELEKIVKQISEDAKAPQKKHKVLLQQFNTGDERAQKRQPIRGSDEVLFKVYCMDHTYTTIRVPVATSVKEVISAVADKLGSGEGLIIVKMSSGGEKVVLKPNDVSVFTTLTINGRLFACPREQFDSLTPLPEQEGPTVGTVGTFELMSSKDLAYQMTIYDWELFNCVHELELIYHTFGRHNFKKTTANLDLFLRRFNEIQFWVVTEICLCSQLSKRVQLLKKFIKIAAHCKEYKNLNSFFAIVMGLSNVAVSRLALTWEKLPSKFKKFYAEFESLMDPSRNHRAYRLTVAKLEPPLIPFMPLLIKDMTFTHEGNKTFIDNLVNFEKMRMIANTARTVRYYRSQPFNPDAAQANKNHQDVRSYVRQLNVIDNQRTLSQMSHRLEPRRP
Nrf2 inh – Nrf2 qHTS screen for inhibitors. Potency, µM (doses to about 46 µM), for inactives: at the highest dose activity change, negative = inhibition, hits mostly inhibitors. hit rate 2.1% among 360,000. A549 ARE-Fluc reporter, luciferase luminescence, 18-24 h. AID 504444, 2011; note: % is set by controls: 0 for no effect and ±100 for the full control effect; nearly all actives have a fitted effect of over 60% in size
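Nrf2 activity is the BugLite luminescence, read 15 min after reagent at room temperature, following CellTiter-Fluor cytotoxicity readout (30 min, 37C). Compound titrations were applied for 18-24 h to 5000 A549 ARE_Fluc cells/well in 5% FBS OPTI-MEM.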
ATXN2 expr inh – Primary qHTS for Inhibitors of ATXN expression; Potency, µM (series often up to 57 µM), inactives show top-dose activity change, negative = inhibition, most hits filed as inhibitors; hit rate 0.72% among 360,000; HEK-293 ATXN2-luciferase reporter, luminescence, 24 h; note: % is set by controls: 0 for no effect and ±100 for the full control effect; nearly all actives have a fitted effect of over 55% in size
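ATXN2-luciferase reporter cells (luciferase flanked by upstream and downstream ATXN2 gene portions) were treated 24 h at 37 °C with compounds at up to 57 uM. SteadyGlo luminescence gave expression; GF-AFC fluorescence gave viability.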
ATXN viability – Viability Counterscreen for Primary qHTS for Inhibitors of ATXN expression; hit rate 0.49% among 400,000; Potency, µM (doses to about 56.7 µM), hits mostly cytotoxic; S2 cells (HEK-293 line with an ATXN2-luciferase reporter) viability, CellTiter-Fluor protease fluorescence, 24 h; AID 651635, 2014; note: nearly all actives have a fitted effect of over 40% in size
Nrf2 ARE act – qHTS of Nrf2 Activators; AREc32 ARE-luciferase reporter (MCF7-derived line), luminescence, 24 h; Potency, µM (series often up to 46.1 µM), inactives show at the highest dose activation, usual class: activators; hit rate 0.31% among 410,000; AID 624171, 2012; note: % of control where 0% means no effect; nearly all actives have a fitted effect of over 65% in size
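AREc32 cells carrying an ARE-driven firefly luciferase, 1000 cells/well in OPTI-MEM with 5% FBS, dosed after overnight attachment and incubated 24 hr at 37 deg C. Steady-Glo luminescence read after 30 min at RT.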
Starred values were filed as active, the others as inactive; i = inactive; ? = inconclusive; . = no result given; [ ] = remark or other dose. Calls come from the whole dose curve; as a rule, active = well fitted curve in the direction sought with a large enough effect; inconclusive = small, poorly fitted or top-dose-only effect, or another doubt; inactive = no such curve, though single readings can be large; an effect the other way counts as inactive or inconclusive. Potency is the fitted concentration of half-maximal effect. A portion of the library. The share of hits here may be higher or lower than overall.

SMILES	TGFb inhibitor	A549 tox	HepG2 tox	MCF10A rerep	EPAC2 antagonist	Nrf2 inh	ATXN2 expr inh	ATXN viability	Nrf2 ARE act
Cc1onc(-c2ccccc2)c1C(=O)N(C)CC(=O)Nc1ccc(F)c(F)c1F	?	0%	-9%	-1%	2%	4%	.	i	-1.1%
C[C@H](NC(N)=O)C(=O)Nc1ccc(N2CCOCC2)c(S(=O)(=O)Nc2ccc(Cl)cc2)c1	1%	1%	3%	-6%	-13%	7%	3%	i	-0.6%
O=C(NNC1=NS(=O)(=O)c2ccccc21)c1ccc([N+](=O)[O-])cc1	7%	-1%	12%	6%	3%	?	?	i	-0.5%
Cc1nc2nc(NCc3cccc(Cl)c3)[nH]n2c(=O)c1Cc1ccccc1	2%	2%	-3%	.	.	-4%	7%	i	0.3%
CCOC(=O)C1=C(CN2CCN(C(=O)OCC)CC2)NC(=O)NC1c1ccc2c(c1)OCO2 (centres undefined)	-20%	-5%	-2%	-6%	-2%	?	15%	i	3.7%
CCCCN(C)C(=O)c1sc(=O)n(Cc2c(C)noc2C)c1C	6%	.	12%	.	3%	.	3%	i	0.3%
Cc1cc(C)c2nc(-c3cccnc3)cc(C(=O)Nc3ccc(S(=O)(=O)Nc4onc(C)c4C)cc3)c2c1	14%	0%	-1%	14%	-24%	20%	9%	i	3.7%
O=C(CN1CCOCC1)Nc1ccc(NC(=O)CN2CCOCC2)c(Cl)c1	16%	-8%	15%	-7%	0%	-13%	-3%	i	0.2%
CC(C)c1ccc(NC2CCCN(C(=O)c3cnsn3)C2)cc1 (centres undefined)	1%	-7%	0%	1%	-4%	?	0%	i	0.2%
CCCN1CCN(C(=O)Cn2nc(CC)n3c(cc4sccc43)c2=O)CC1	3%	2%	-21%	-4%	2%	-18%	-3%	i	-0.1%
COc1cccc(C2=NOC(C(=O)N3CCN(C(=O)c4ccco4)CC3)C2)c1 (centres undefined)	0%	-3%	-1%	-1%	2%	?	3%	i	-0.1%
O=C(Nc1ccc(C(=O)O)cc1)/C(=C/c1ccc2c(c1)OCO2)NC(=O)c1cccc(Br)c1	-15%	9%	-11%	-4%	-19%	-4%	6%	i	4.1%
O=C(Cc1ccc(Cl)cc1)N1CCc2ccccc2C1	-22%	0%	-6%	1%	-8%	0%	.	.	5.4%
COc1ccc(/C=N/NC(=O)c2cc3c(ccc4ccccc43)o2)cc1OC	-10%	1%	-17%	16µM*	17%	-30%	?	i	-0.4%
Cc1ccc(NC(=O)COC(=O)C2=COCCO2)cc1	5%	-4%	14%	-4%	-2%	14%	8%	i	2.9%
C(=C\CSc1ncn[nH]1)/CSc1ncn[nH]1	24%	?	11%	?	0%	9%	18%	i	0.4%
CC1CCN(S(=O)(=O)c2cc(C(=O)N3CCN(c4ccccc4)CC3)ccc2Br)CC1	-16%	.	-13%	.	10%	.	.	i	-0.2%
Cc1cc(S(=O)(=O)Nc2nc(CN3CCOCC3)nc3sc4c(c23)CCC4)ccc1F	-25%	-27%	-24%	?	9%	-20%	8%	i	0.2%
CC(=O)N1CCc2cc(Br)cc(S(=O)(=O)N3CCc4ccccc43)c21	20%	-3%	0%	-3%[9.22 µM]	-8%	?	-22%	i	0.0%
COc1cc(C(=O)Nc2ccc3c(c2)nc(C)n3C)cc(OC)c1OC	-15%	-6%	-5%	25%	1%	?	.	?	0.2%
COc1ccc(CCNC(=O)CCc2c(C)nc3c4c(C)cc(C)nc4nn3c2C)cc1OC	0%	0%	1%	.	.	3%	-5%	?	-1.2%
NS(=O)(=O)c1ccc(NC(=O)c2c(F)cccc2Cl)cc1	0%	1%	-20%	-5%	0%	-6%	-32%	i	-0.9%
O=C(CCOc1ccccc1)NNC(=O)c1ccccc1	-10%	1%	-11%	-1%	-7%	-2%	-4%	i	0.0%
O=C(O)c1ccc(N2C(=O)CSC2c2cccc([N+](=O)[O-])c2)cc1 (centres undefined)	6%	0%	-4%	-19%	18%	-7%	2%	i	-1.0%
O=C(CCNC(=O)c1ccc(Br)cc1)NCCCN1CCOCC1	36%[activator]	8%	4%	18%	3%	2%	.	i	-0.1%
CC(OC(=O)Cc1c[nH]c2ccccc12)C(=O)c1ccccc1 (centres undefined)	-1%	0%	5%	0%	-21%	-3%	9%	i	0.1%
CS(=O)(=O)N1CCN(c2nc3ccccc3s2)CC1	-2%	0%[1.84 µM]	3%	-1%	-1%	5%	22%	i	-0.8%
COc1ccc(-c2noc(CCC(=O)N3CCN(c4ccccc4C(F)(F)F)CC3)n2)cc1	?	-4%	-17%	?	-25%	-17%	?	?	3.5%
O=c1c2ccccc2[nH]c(=S)n1CCN1CCCC1	17%	2%	-5%	16%	16%	8%	.	i	3.0%
Cc1n[nH]c(=O)c2c(NC(=O)COC(=O)c3ncc(Cl)c(Cl)c3Cl)oc(C)c12	?	-5%	-63%	-3%	-13%	9%	7%	i	5.3%
CCn1c(=O)c2c(nc3n2CCN3c2ccccc2)n(C)c1=O	-7%	5%	2%	-3%	-4%	-2%	-8%	i	-0.3%
CC(C)OC(=O)CC1C(=O)NCCN1C(=S)NC(=O)c1cccs1 (centres undefined)	-2%	-5%	-3%	-6%	1%	2%	-2%	i	0.2%
COc1ccc(NC(=O)Cn2c([N+](=O)[O-])cnc2C)c(OC)c1	-6%	.	-22%	.	-3%	.	.	i	0.1%
CC(=NO)c1cc(Br)c2cccc3c2c1CC3	?	.	-36%	.	-6%	.	.	i	-0.4%
Cc1ccc(C)c(C(=O)CSc2nnnn2C(C)C)c1	-2%	0%	-14%	6%	0%	9%	21%	i	23%
Cc1ccc(NC(=O)c2c(C)oc3nc(C)nc(N4CCCC4)c23)c(C)c1	-15%	0%	-22%	.	.	?	.	.	-0.1%
Cc1ccc(S(=O)(=O)NCC(C)NS(=O)(=O)c2ccc(C)cc2)cc1 (centres undefined)	2%	0%	-4%	-4%	3%	?	5%	i	0.0%
Cc1ccc(N2C(=O)CC(n3nc(C)cc3C)C2=O)cc1 (centres undefined)	37%[activator]	19%	6%	-3%	-1%	2%	2%	i	-0.6%
CC(C)(C)n1nnnc1C(c1ccccn1)N(Cc1ccccc1)Cc1ccc(Cl)cc1 (centres undefined)	-3%	-22%	-23%	19%	-2%	?	?	?	3.4%
COc1cccc(CN(C)CC(=O)Nc2ccccc2C(=O)Nc2ccccc2)c1	22%	1%	-2%	2%	?	-5%	.	i	2.8%
O=C(COc1ccc(/C=N/NC(=O)c2cc3ccccc3o2)cc1Br)Nc1ccccc1	3.5µM*	?	-63%	?	-10%	?	?	10µM*	3.9%
CCc1ccc(OCC(=O)N2c3ccccc3CCc3ccccc32)cc1	?	-3%	-25%	?	-11%	-6%	-5%	i	-0.1%
CCOC(=O)Cc1c(C)nc2c(-c3ccc(OC)cc3)c(C)nn2c1C	-7%	-1%	-20%	15%	-8%	?	-13%	i	0.6%
CCOc1ccc(NC(=S)Nc2cc(OC)c(Cl)cc2OC)cc1	?	-1%	1%	-58%[inhibitor]	13%	-14%	-17%	i	0.1%
Cc1nn(C)c(C(=O)Nc2ccn(Cc3c(F)c(F)cc(F)c3F)n2)c1[N+](=O)[O-]	-26%	8%	-4%	12%	-6%	-4%	-4%	i	0.1%
Cc1cc(C)c2c(=O)[nH][nH]c2n1	-5%	5%	2%	10%	23%	3%	4%	i	0.6%
CC1(C(=O)NS(=O)(=O)c2ccc(C#N)cc2)CCN1C(=O)CC1CCCC1 (centres undefined)	35%	.	14%	.	18%	.	9%	i	-0.1%
COc1ccc(OC)c(CCNC(=O)c2nc(-c3ccc(Cl)cc3)n3c2CCCCC3)c1	?	-15%	-9%	.	.	?	-21%	?	4.0%
CCOc1ccccc1NC(=S)N1CCC(NC(=O)c2ccco2)CC1	9%	-1%	6%	1%	2%	1%	-3%	i	0.5%
COc1cc(NS(=O)(=O)c2ccc(C)cc2C)cc(OC)c1OC	0%	-21%	-19%	18%	8%	10µM*	-12%	i	-0.3%

Given with two lines to a compound: entries from further up.
Results follow in this order: TGFb inhibitor, A549 tox, HepG2 tox, MCF10A rerep, EPAC2 antagonist, Nrf2 inh, ATXN2 expr inh, ATXN viability, Nrf2 ARE act
- CCc1ccc(OCC(=O)N2c3ccccc3CCc3ccccc32)cc1
    ?, -3%, -25%, ?, -11%, -6%, -5%, i, -0.1%
- CCOC(=O)Cc1c(C)nc2c(-c3ccc(OC)cc3)c(C)nn2c1C
    -7%, -1%, -20%, 15%, -8%, ?, -13%, i, 0.6%

The listing continues.
SMILES	TGFb inhibitor	A549 tox	HepG2 tox	MCF10A rerep	EPAC2 antagonist	Nrf2 inh	ATXN2 expr inh	ATXN viability	Nrf2 ARE act
COc1ccccc1CCC(=O)Nc1ccc(OC)c(S(=O)(=O)N2CCOCC2)c1	?	-4%	4%	1%	6%	-11%	-5%	i	0.3%
CC(=O)Nc1ccc(N(C(=O)Cc2cccs2)C(C(=O)NC2CCCC2)c2ccncc2)cc1 (centres undefined)	-12%	6%	-12%	-16%	-1%	-3%	11%	i	-0.1%
O=C(CSc1nncn1-c1ccccn1)Nc1cccc(Cl)c1	1%	0%	-2%	-4%	7%	13%	8%	i	2.2%
CC(NCC1COc2ccccc2O1)C(=O)NCc1ccccc1 (centres undefined)	-2%	4%	-2%	?	28%	-8%	-10%	i	-0.3%
CCCS(=O)(=O)NC(=O)C1(C)CCCN(C(=O)c2ccccc2OC)C1 (centres undefined)	7%	.	0%	.	15%	.	9%	i	0.6%[9.22 µM]
Cc1cccc2nc(-c3ccco3)c(Nc3ccc4c(c3)OCCO4)n12	-2%	-1%	22%	1%	-4%	?	.	i	0.6%
Cc1ccc(NC(=O)CN2CCN(C3CCCCC3)C(=O)C2=O)cc1	-8%	4%	-3%	.	.	.	11%	i	-0.3%

Single entries from the list:
Value of Cc1ccc(NC(=O)CN2CCN(C3CCCCC3)C(=O)C2=O)cc1 in HepG2 tox: -3%
Value of O=C(CSc1nncn1-c1ccccn1)Nc1cccc(Cl)c1 in ATXN2 expr inh: 8%
Value of Cc1cccc2nc(-c3ccco3)c(Nc3ccc4c(c3)OCCO4)n12 in MCF10A rerep: 1%

Compound activity: PubChem, National Center for Advancing Translational Sciences (NCATS)
